EBNA-1 inh: EBNA-1 DNA-binding inhibitors, primary screen, biochemical, fluorescence polarization; inhibition, % at 14.8 µM; actives 0.34% (n = 300,000); in the data active means inhibition above about 28%
PAD4 FP inh: human PAD4 inhibitors, primary screen, biochemical, fluorescence polarization, 1536-well format | Protein-arginine deiminase type-4 (Homo sapiens), Q9UM07 | recombinant PAD4, RCA probe fluorescence polarization | inhibition, % at 6.36 µM | actives 0.41% (n = 330,000) | AID 485272, 2010;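 active means percent inhibition above a cutoff equal to the mean of all tested compounds plus 3 SD, cut at about 15% in these data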;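 further: 0% = PAD4 with RCA probe and DMSO and 100% = probe without PAD4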
GSTO1 inh: inhibitors of recombinant GSTO1, primary screen, counter-screen for RBBP9 inhibitor project, biochemical, fluorescence polarization; Glutathione S-transferase omega-1 (Homo sapiens), P78417; activity-based probe fluorescence polarization; inhibition, % at 5.96 µM; actives 1.1% (n = 300,000); AID 1974, 2009;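 active means inhibition above the campaign mean inhibition plus 3 SD, cut at about 35% in these data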;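 further: 0% = GSTO1-1 with DMSO and 100% = wells lacking GSTO1-1 enzyme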
Target sequence (P78417 whole entry, looked up): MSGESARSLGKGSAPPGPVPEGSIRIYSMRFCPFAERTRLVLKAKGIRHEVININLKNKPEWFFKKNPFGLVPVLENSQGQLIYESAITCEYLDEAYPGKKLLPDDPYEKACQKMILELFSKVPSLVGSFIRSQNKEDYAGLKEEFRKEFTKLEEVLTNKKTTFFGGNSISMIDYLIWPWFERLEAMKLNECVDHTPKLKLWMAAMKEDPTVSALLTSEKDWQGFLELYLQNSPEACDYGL
LYPLA1 inh: LYPLA1 inhibitors, primary screen, counter-screen for PME1 inhibitor project, biochemical, fluorescence polarization, FP-Rh probe ABPP. actives 0.16% (n = 320,000). Acyl-protein thioesterase 1 (Homo sapiens), O75608. recombinant LYPLA1. inhibition, % at 5.9 µM;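 active means inhibition above the mean of all tested compounds plus 3 SD, set per campaign, cut at about 14% in these data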;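 further: inhibitors block serine hydrolase probe labeling of LYPLA1 so polarization falls; 0% = enzyme with DMSO and 100% = wells lacking LYPLA1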
Target sequence (O75608 whole entry, looked up): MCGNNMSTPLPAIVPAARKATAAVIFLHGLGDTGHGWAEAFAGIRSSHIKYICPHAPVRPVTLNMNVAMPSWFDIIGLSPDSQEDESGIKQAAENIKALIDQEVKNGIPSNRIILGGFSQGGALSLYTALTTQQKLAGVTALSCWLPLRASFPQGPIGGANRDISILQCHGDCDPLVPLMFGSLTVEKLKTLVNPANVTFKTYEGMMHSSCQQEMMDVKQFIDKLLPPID
ZTA DNA inh: ZTA (EBV) inhibition in EBNA-1 counter-screen. ZTA-DNA binding, fluorescence polarization. actives 0.15% (n = 320,000). P03206. inhibition, % at 11 µM; in the data active means inhibition above about 33%
Target sequence (P03206 whole entry, looked up): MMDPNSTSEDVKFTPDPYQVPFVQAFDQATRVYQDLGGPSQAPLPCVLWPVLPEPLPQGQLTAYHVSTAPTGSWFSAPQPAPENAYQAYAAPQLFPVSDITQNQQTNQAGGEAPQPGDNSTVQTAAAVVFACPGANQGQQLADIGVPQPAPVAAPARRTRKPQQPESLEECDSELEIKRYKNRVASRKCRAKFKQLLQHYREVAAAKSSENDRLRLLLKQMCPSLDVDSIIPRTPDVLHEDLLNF
PREPL inh: PREPL enzyme inhibitors, primary screen, biochemical, fluorescence polarization; recombinant PREPL, fluorescence polarization activity-based probe; inhibition, % at 5.96 µM; Prolyl endopeptidase-like (Homo sapiens), Q4J6C6; actives 0.68% (n = 320,000); AID 2751, 2010; in the data active means inhibition above about 43%;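 further: 0% = enzyme with DMSO and 100% = wells lacking enzyme; many of its hits are not listed in these tables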
PAFAH2 inh: PAFAH2 enzyme inhibitors, primary screen, biochemical, fluorescence polarization, human; Platelet-activating factor acetylhydrolase 2, cytoplasmic (Homo sapiens), Q99487; recombinant PAFAH2, FP-rhodamine activity probe; inhibition, % at 3.39 µM; actives 0.99% (n = 340,000);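 active means inhibition above the mean over all tested compounds plus 3 SD, cut at about 30% in these data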;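 further: inhibitors block probe labeling of enzyme so polarization drops; 0% = enzyme with DMSO and 100% = wells lacking PAFAH2 protein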
LYPLA2 counter: LYPLA2 inhibitors, primary screen, counter-screen for PME1 inhibitor project, biochemical, fluorescence polarization, FP-Rh probe ABPP | recombinant LYPLA2 | actives 0.38% (n = 320,000) | AID 2177, 2009 | inhibition, % at 5.9 µM;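 active means inhibition above the screen-wide mean plus 3 SD, limit set per campaign, cut at about 26% in these data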;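 further: 0% = LYPLA2 with DMSO and 100% = wells lacking LYPLA2 enzyme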
Target sequence (O95372 whole entry, looked up): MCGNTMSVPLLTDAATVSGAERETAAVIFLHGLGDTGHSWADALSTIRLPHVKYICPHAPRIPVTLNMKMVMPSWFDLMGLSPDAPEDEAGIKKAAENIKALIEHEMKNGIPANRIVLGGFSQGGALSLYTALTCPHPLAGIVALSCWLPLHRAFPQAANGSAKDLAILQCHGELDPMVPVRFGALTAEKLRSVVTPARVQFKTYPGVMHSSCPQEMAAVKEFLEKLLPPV
PAFAH1B3 FP inh: PAFAH1B3 enzyme inhibitors, primary screen, biochemical, fluorescence polarization, human | Platelet-activating factor acetylhydrolase IB subunit alpha1 (Homo sapiens), Q15102 | recombinant PAFAH1B3, FP-rhodamine probe | inhibition, % at 3.39 µM | actives 0.28% (n = 340,000);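 active means inhibition above the screen-wide average of all tested compounds plus 3 SD, cut at about 25% in these data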;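 further: 0% = enzyme with DMSO only and 100% = wells lacking PAFAH1B3 protein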
* hit, by the source's call; . = not tested or not shown.

1) Cc1c(C)c2ccc(OCC(=O)N(C)C)c(C)c2oc1=O
2) S=C(NCc1ccncc1)Nc1ccc(Br)cc1Cl
3) COCC(C)n1c(SCc2nc3ccccc3c(=O)[nH]2)nc2ccccc2c1=O (stereo not drawn)
4) CCOC(=O)Cn1c(=O)oc2cc(S(=O)(=O)NC(C)(C)CC)ccc21
5) COc1ccc(CN(C(=O)CCC(=O)Nc2cc(C)on2)C(C(=O)NC(C)(C)C)c2cccc(OC)c2OC)cc1 (stereo not drawn)
6) COc1ccc(/C=C(\C#N)C(=O)NCc2ccccc2)cc1
7) O=C(Nc1nccs1)C1CC(=O)N(c2ccccc2Cl)C1 (stereo not drawn)
8) O=C(O)CCCNC(=O)OCc1ccccc1
Screen / compound no.	1	2	3	4	5	6	7	8
PAD4 FP inh	1	2	0	4	2	2	1	-5
PAFAH1B3 FP inh	7	4	3	5	-5	10	7	10
GSTO1 inh	2	1	-1	2	2	0	8	1
EBNA-1 inh	3	2	-7	-3	4	-4	2	6
PAFAH2 inh	8	1	2	3	0	-6	2	0
PREPL inh	20	-5	4	-9	18	12	3	6
ZTA DNA inh	4	7	-3	-4	-2	-12	5	12
LYPLA1 inh	-3	0	-2	-1	3	-1	-4	-1
LYPLA2 counter	-10	-9	3	1	8	2	-6	5

Random excerpt: four records from the list
7) O=C(Nc1nccs1)C1CC(=O)N(c2ccccc2Cl)C1 (stereo not drawn)
4) CCOC(=O)Cn1c(=O)oc2cc(S(=O)(=O)NC(C)(C)CC)ccc21
8) O=C(O)CCCNC(=O)OCc1ccccc1
1) Cc1c(C)c2ccc(OCC(=O)N(C)C)c(C)c2oc1=O
Screen / compound no.	7	4	8	1
PAD4 FP inh	1	4	-5	1
PAFAH1B3 FP inh	7	5	10	7
GSTO1 inh	8	2	1	2
EBNA-1 inh	2	-3	6	3
PAFAH2 inh	2	3	0	8
PREPL inh	3	-9	6	20
ZTA DNA inh	5	-4	12	4
LYPLA1 inh	-4	-1	-1	-3
LYPLA2 counter	-6	1	5	-10

The main list resumes, repeating the four entries before the break.
5) COc1ccc(CN(C(=O)CCC(=O)Nc2cc(C)on2)C(C(=O)NC(C)(C)C)c2cccc(OC)c2OC)cc1 (stereo not drawn)
6) COc1ccc(/C=C(\C#N)C(=O)NCc2ccccc2)cc1
7) O=C(Nc1nccs1)C1CC(=O)N(c2ccccc2Cl)C1 (stereo not drawn)
8) O=C(O)CCCNC(=O)OCc1ccccc1
9) Cc1ccc(-c2ccc(/C=N/NC(=S)Nc3ccccc3)o2)cc1[N+](=O)[O-]
10) CCOC(=O)c1c(NC(=S)NC(=O)c2ccco2)sc2c1CCCC2
11) CCOC(=O)c1ccc(NC(=S)N2CCN(CCN=CC3=C(O)CC(c4ccccc4)CC3=O)CC2)cc1 (stereo not drawn)
12) CCCCN(C(=O)C1CC(=O)N(CCc2ccc(OC)c(OC)c2)C1)c1c(N)n(CCCC)c(=O)[nH]c1=O (stereo not drawn)
13) CN(c1ccc(OC(=O)c2ccc(-n3cncn3)c([N+](=O)[O-])c2)cc1)S(=O)(=O)c1ccccc1
14) COc1cc(C(Nc2ccccn2)c2ccc3ccc(C)nc3c2O)cc(OC)c1O (stereo not drawn)
15) COc1c(C)cc(C(=O)C2CCCN(C(=O)CCc3scnc3C)C2)cc1C (stereo not drawn)
16) Cc1cc(OCC(=O)N(C)Cc2ccccc2)cc(C)c1Cl
Screen / compound no.	5	6	7	8	9	10	11	12	13	14	15	16
PAD4 FP inh	2	2	1	-5	-1	-1	-5	0	0	-4	-6	4
PAFAH1B3 FP inh	-5	10	7	10	9	-4	.	3	6	6	-5	1
GSTO1 inh	2	0	8	1	-9	4	-8	6	.	13	7	1
EBNA-1 inh	4	-4	2	6	6	4	-21	-6	.	-10	2	8
PAFAH2 inh	0	-6	2	0	2	-4	.	3	-12	7	-15	-2
PREPL inh	18	12	3	6	22	-8	4	2	-1	3	-5	-5
ZTA DNA inh	-2	-12	5	12	8	12	-17	-9	-16	-5	0	-8
LYPLA1 inh	3	-1	-4	-1	-2	1	0	-2	3	1	-2	-2
LYPLA2 counter	8	2	-6	5	-4	-2	5	-2	1	2	7	-3

17) CN1C(=O)NC(c2ccccc2)C2=C1CN(c1cccc(C(F)(F)F)c1)C2=O (stereo not drawn)
18) Cc1onc(-c2c(F)cccc2Cl)c1C(=O)NCCc1ccc(S(N)(=O)=O)cc1
19) Cc1c(CCC(=O)N[C@@H](CC(C)C)C(=O)O)c(=O)oc2cc3oc4c(c3cc12)CCCC4
20) Cc1ccc(S(=O)(=O)Nc2ccc3ccccc3n2)cc1
21) Cc1noc(C)c1NC(=O)N(C)C[C@H]1Oc2c(NS(=O)(=O)c3cn(C)cn3)cccc2C(=O)N([C@H](C)CO)C[C@@H]1C
22) C(=N\N1CCN(c2ccccn2)CC1)/c1cccc2ccccc12
23) Cc1ccc(SCc2noc(-c3c(C)noc3C)n2)cc1
24) O=S(=O)(c1cc(Br)ccc1Br)N1CCCCCC1
Screen / compound no.	17	18	19	20	21	22	23	24
PAD4 FP inh	-1	-3	-3	1	-4	5	-2	-1
PAFAH1B3 FP inh	8	-3	-2	.	-1	13	2	3
GSTO1 inh	-6	5	4	3	.	6	5	-6
EBNA-1 inh	9	12	4	3	.	2	-2	-8
PAFAH2 inh	7	8	7	.	2	1	-4	0
PREPL inh	-6	6	42	-6	10	8	-6	11
ZTA DNA inh	0	6	4	2	.	4	-3	-11
LYPLA1 inh	-4	0	-4	-4	.	5	1	2
LYPLA2 counter	-7	5	-1	-2	.	10	2	6

25) CCCCn1c(N)c(N(CCOC)C(=O)CC(NC(=O)c2ccccc2)c2ccccc2)c(=O)[nH]c1=O (stereo not drawn)
26) NC(=O)C1CCN(C2CC(=O)N(c3ccc(F)c(Cl)c3)C2=O)CC1 (stereo not drawn)
27) CCC(=O)c1cn([C@H](CCC(OC)OC)CC(=O)OC(C)(C)C)cc1CC
28) CC(=O)c1sc2nsc(SCCN3CCCC3)c2c1N
29) O=C(COC(=O)CCSc1ccc(F)cc1)NCc1ccc(F)cc1
30) Cc1nonc1NC(=O)CSc1nc2ccccc2o1
31) CC1CCCCC12NC(=O)N(CC(=O)NCC(=O)Nc1ccc(F)c(F)c1F)C2=O (stereo not drawn)
32) O=C(Nc1cccnc1Cl)c1ccc(S(=O)(=O)N2CCCCCC2)cc1
Screen / compound no.	25	26	27	28	29	30	31	32
PAD4 FP inh	0	3	1	-2	-4	5	1	-5
PAFAH1B3 FP inh	7	-6	7	11	9	-2	-2	9
GSTO1 inh	0	2	5	24	.	27	.	2
EBNA-1 inh	-1	2	-13	-2	.	-4	.	3
PAFAH2 inh	2	1	6	4	7	1	3	2
PREPL inh	4	-1	5	15	0	3	8	-5
ZTA DNA inh	3	-7	-12	16	.	0	8	7
LYPLA1 inh	0	0	4	-3	.	-1	3	3
LYPLA2 counter	3	-1	8	-9	.	-2	6	4

33) O=C(Nc1ccc2nc(N3CCOCC3)sc2c1)c1ccc(F)cc1
34) COCc1[nH]nc2c1C(c1ccc(OC)c(OC)c1)C(C#N)=C(N)O2 (stereo not drawn)
35) CC1CN(C(=O)/C(C#N)=C2\N=C(NC(=O)c3ccc(F)cc3)c3ccccc32)CC(C)O1 (stereo not drawn)
36) O=C(COC(=O)C1CC2C=CC1C2)Nc1cccc(S(=O)(=O)N2CCCCCC2)c1 (stereo not drawn)
37) Cc1cc(C(=O)NCc2ccccc2Br)no1
38) O=C(/C=C/c1ccccc1)c1ccc2c(c1)OCO2
39) Cc1ccc(-c2nc3cc(Cl)ccc3o2)cc1
40) O=C(CCCCCCCC(=O)c1ccccc1)c1ccccc1
Screen / compound no.	33	34	35	36	37	38	39	40
PAD4 FP inh	-4	-10	1	1	-4	-2	-7	-2
PAFAH1B3 FP inh	0	6	.	12	13	13	0	7
GSTO1 inh	.	12	5	-5	0	-11	9	0
EBNA-1 inh	.	5	3	7	-3	4	-11	4
PAFAH2 inh	-9	2	.	36*	-5	0	1	3
PREPL inh	30	-4	25	-2	0	-10	3	-8
ZTA DNA inh	1	9	-2	-6	-6	1	-11	2
LYPLA1 inh	-1	2	4	37*	-2	0	1	0
LYPLA2 counter	7	7	6	17	3	0	-4	4

41) CCN(CC)C(C(=O)Nc1ccc2c(c1)OCO2)c1ccccc1 (stereo not drawn)
42) CCOCCCNC(=O)c1oc2ccc(S(=O)(=O)N3CCOCC3)cc2c1C
43) Cc1ccc(N(CC(=O)NCc2ccco2)C(=O)CCC(=O)Nc2nccs2)cc1
44) COc1ccccc1NC(=O)N1CCCC1C(=O)NCc1ccc(F)cc1 (stereo not drawn)
45) Cc1cc(C(=O)COC(=O)c2n[nH]c(=O)c3ccccc23)c(C)n1C
46) CC(C)CC(=O)NC(=S)Nc1cc(C(=O)O)ccc1Cl
47) Cc1ccc(S(=O)(=O)N2CCC(=O)N(C(COCc3cccc(C)c3)C(C)C)CC2)cc1 (stereo not drawn)
48) CSCCC(NC(=O)C1CCC(C)CC1)C(=O)OCC(=O)c1ccc(Cl)cc1 (stereo not drawn)
Screen / compound no.	41	42	43	44	45	46	47	48
PAD4 FP inh	2	-1	7	-3	2	-5	-4	-4
PAFAH1B3 FP inh	6	9	2	1	2	-3	3	-3
GSTO1 inh	4	5	5	3	.	6	0	1
EBNA-1 inh	-5	-6	-7	-1	.	-4	1	-20
PAFAH2 inh	10	1	-4	2	4	-3	2	2
PREPL inh	-3	4	-12	-3	-6	-5	9	-2
ZTA DNA inh	-6	6	-8	16	4	-10	-1	-1
LYPLA1 inh	-1	-3	-3	2	-2	-1	-1	0
LYPLA2 counter	6	-3	-3	4	-6	5	6	-1

49) COc1ccc(CCNC(=O)CCC(=O)N2CCN(S(=O)(=O)c3ccccc3)CC2)cc1OC
50) Cn1cc(Br)c(-c2cccc(NC(=O)CCCC(=O)O)c2)n1
51) COc1ccccc1C(=O)NCCc1nc2ccccc2n1C
52) COC(=O)c1sc2ccccc2c1NC(=O)c1ccc(S(=O)(=O)N2CCC(C)CC2)cc1
53) O=C(c1ccc(Cl)cc1)c1ccc(CN2C(=O)c3ccccc3C2=O)o1
54) CCCCNC(=O)C1=C(N)C(C(=O)Nc2ccc(C)c(S(=O)(=O)N3CCCCC3)c2)SC1=Nc1ccc(C)cc1C (stereo not drawn)
55) CC(=O)N(C)c1nc(-c2ccc(Cl)cc2)cs1
56) OCCN(CC#CCC(O)(c1ccccc1)C1CCCC1)CCO (stereo not drawn)
57) C=CCN(C(=O)CCS(=O)(=O)c1cccc2nsnc12)c1ccccc1
Screen / compound no.	49	50	51	52	53	54	55	56	57
PAD4 FP inh	5	2	-4	-3	0	-1	-1	-2	-5
PAFAH1B3 FP inh	0	12	-10	-4	4	-12	-1	12	4
GSTO1 inh	-7	3	-1	-2	-4	-30	-6	0	4
EBNA-1 inh	4	0	-8	12	-14	27	3	-2	3
PAFAH2 inh	7	0	-8	-3	-1	-45	-6	-1	14
PREPL inh	3	5	16	-1	-3	0	-3	-1	11
ZTA DNA inh	0	0	-7	10	-22	-8	0	0	0
LYPLA1 inh	2	-2	0	-5	-2	-26	-1	0	-1
LYPLA2 counter	-4	0	5	-7	7	-24	-1	-3	3

Source: PubChem (The Scripps Research Institute Molecular Screening Center)

A portion of the library; the hit share may differ from the screen's.
